# Source: PubChem (Fisher Drug Discovery Resource Center)
# hcGAS lum: blocks human cGAS activity. recombinant h-cGAS, ATP depletion, Kinase-Glo luminescence. inhibition, % at 12.5 µM. 290,000 tested, 0.081% active. AID 1259398;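 further: 0% = vehicle reaction and 100% = reaction without DNA for no activity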
# Target sequence (Q8N884 whole entry, looked up): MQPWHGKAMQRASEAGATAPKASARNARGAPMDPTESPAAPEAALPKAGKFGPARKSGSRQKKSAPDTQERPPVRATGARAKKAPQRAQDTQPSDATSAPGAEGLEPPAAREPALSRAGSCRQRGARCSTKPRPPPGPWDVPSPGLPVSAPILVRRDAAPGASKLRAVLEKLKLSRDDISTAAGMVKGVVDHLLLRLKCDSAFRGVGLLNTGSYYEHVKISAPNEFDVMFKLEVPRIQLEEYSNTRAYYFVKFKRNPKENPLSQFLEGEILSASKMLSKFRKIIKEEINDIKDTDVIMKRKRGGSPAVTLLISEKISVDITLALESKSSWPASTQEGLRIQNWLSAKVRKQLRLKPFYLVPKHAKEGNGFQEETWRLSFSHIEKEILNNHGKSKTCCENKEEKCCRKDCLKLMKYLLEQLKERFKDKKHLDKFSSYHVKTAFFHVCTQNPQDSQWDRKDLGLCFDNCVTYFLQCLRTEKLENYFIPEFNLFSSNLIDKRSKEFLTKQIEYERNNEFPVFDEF
# mcGAS inh: blocks mouse cGAS activity; recombinant cGAS, Kinase-Glo ATP depletion luminescence; 160,000 tested, 0.15% active; inhibition, % at 12.5 µM; Q8C6L5;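 further: 0% = negative control wells and 100% = reference inhibitor with no enzyme activity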
# NPYLR7 agonist: mosquito NPYLR7 agonism; HEK293T NPYLR7/Galpha15, GCaMP6s calcium fluorescence; activation, % at 10 µM; 270,000 tested, 0.15% active; in the data active means activation above about 40%;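 further: 0% = vehicle and 100% = reference agonist at the receptor; some compounds past the cut are filed as inactive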
# Active calls of the source: *; · = no result given; & = joins results of further samples; ! = a repeat was not active. Unless noted, no stated cut-off is given here; in the data, active means inhibition above about 40%; inactive means the rest.
mol	hcGAS lum	mcGAS inh	NPYLR7 agonist
Cc1noc(-c2cccnc2)c1C(=O)NCc1cccc2ccccc12	-6.1	-9.7	1.6
CCOc1ccsc1C(=O)N1CCC2(CC1)Nc1ccccc1C(=O)N2Cc1ccccc1	0.8	·	-0.2
COc1ccccc1N=Nc1c(C)[nH]n(-c2nc(-c3ccc(Br)cc3)cs2)c1=O	0.5	-5.2	1.2
COC[C@H](C)NC(=O)c1ccc(-c2cc(-c3cccc4ccccc34)[nH]n2)cc1	-5.3	-6.6	-0.6
CCCCCCCOc1ccc(NC(=O)N[C@@H](Cc2ccccc2)C(=O)N2CCC(C(=O)N3CCCCC3)CC2)cc1	-0.5	2.0	4.1
O=C(NCC(F)(F)F)c1ccc2sc([C@@H]3O[C@H](CO)[C@H](O)[C@H](O)[C@H]3O)nc2c1	-6.5	-7.4	5.2
CCCCc1nc2cc(C(=O)N3CCC(Oc4ccccc4F)CC3)ccc2o1	1.1	·	-2.2
CCCCN(CC(=O)N1c2ccccc2-n2cccc2C1c1ccccc1)C(=O)c1ccc2c(c1)OCO2 (centres undefined)	-7.4	-6.2	16.2
O=C(NCC1OCCN1S(=O)(=O)c1ccccc1)C(F)(F)F (centres undefined)	3.7	·	1.7
CC(NC(=O)CCC(=O)N1CCOCC1)c1ccc(OC(F)(F)F)cc1 (centres undefined)	10.0	·	-4.3
CCCN(CCC(=O)NCc1ccccc1)c1nc(CC)nc2cc(Cl)ccc12	2.3	0.5	-8.1
COc1ncccc1-c1ccc(N)nc1	-3.4	-15.5	7.1
O=C(Nc1ccncc1)c1sc2ccccc2c1Cl	-4.6	-9.2	6.6
NC(=O)C1(N2CCN(C(=O)c3ccc(Cl)cc3)CC2)CCCCC1	-11.7	·	5.0
O=C(Nc1c2c(nn1-c1ccccc1)CCC2)C1CCCO1 (centres undefined)	-17.1	·	8.6
COCCN(Cc1c(-c2cccc(C)c2)noc1N1CCCC1)C(=S)Nc1ccc(F)cc1	-3.7	0.3	·
Fc1cccc(-n2cnc3cnc(-c4cccc(OC(F)(F)F)c4)cc32)c1	-7.6	-7.6	13.7
O=C(C=Cc1ccccc1)OCC(=O)c1ccc([N+](=O)[O-])cc1	1.6	-1.5	-1.1
Nc1cc(-c2cccc(Cl)c2)nn1-c1ccc(C(=O)NC23CC4CC(CC(C4)C2)C3)cc1	-3.4	0.0	-1.3
O=C(c1cc(F)cc2c1OCOC2)N1CCOC(COCc2ccc(F)cc2Cl)C1 (centres undefined)	-1.2	-2.8	-8.5
COCCNc1nc(N)c([N+](=O)[O-])c(Nc2cccc(C)c2)n1	-3.7	·	0.6
CCc1ccc(-c2c(-c3ccccc3)ncn2C(C)c2cnn(C)c2)nc1 (centres undefined)	-13.9	·	-3.4
CC(C)=C1C2C=CC1C1C(=O)N(c3ccc(Br)cc3[N+](=O)[O-])C(=O)C21 (centres undefined)	3.2	·	3.1
Cc1sc2nc(CN3CCCCC3)nc(Oc3cccnc3)c2c1C	-4.5	·	-5.0
CCc1noc(C)c1C(=O)NCc1cccnc1N1CCCCCCC1	-8.7	·	15.5
COCC(=O)N1CCN(c2nc(C)nc(COC)c2Cc2cccc(C)c2)CC1	-5.2	-4.3	·
CC1(C(=O)NS(=O)(=O)c2cccc(OC(F)F)c2)CCN1C(=O)c1ccco1 (centres undefined)	0.7	0.6	-5.7
COc1ccc(-c2cnc3ncnn3c2N2CCCN(S(=O)(=O)c3cccs3)CC2)cc1OC	6.0	2.5	-16.1
CCN1C(=O)/C(=c2\sc3nc4ccccc4n3c2=O)c2ccccc21	1.4	1.4	-23.9
CCn1c(=O)[nH]c2ccc3c(c21)C(=O)c1ccccc1C3=O	-2.9	-7.1	0.4

# 3 structures already listed, sorted by heavy-atom count, ascending.
mol	hcGAS lum	mcGAS inh	NPYLR7 agonist
CCn1c(=O)[nH]c2ccc3c(c21)C(=O)c1ccccc1C3=O	-2.9	-7.1	0.4
COCCNc1nc(N)c([N+](=O)[O-])c(Nc2cccc(C)c2)n1	-3.7	·	0.6
Fc1cccc(-n2cnc3cnc(-c4cccc(OC(F)(F)F)c4)cc32)c1	-7.6	-7.6	13.7

# Six entries picked at random from those above, as already listed:
mol	hcGAS lum	mcGAS inh	NPYLR7 agonist
O=C(Nc1ccncc1)c1sc2ccccc2c1Cl	-4.6	-9.2	6.6
O=C(NCC(F)(F)F)c1ccc2sc([C@@H]3O[C@H](CO)[C@H](O)[C@H](O)[C@H]3O)nc2c1	-6.5	-7.4	5.2
COCCNc1nc(N)c([N+](=O)[O-])c(Nc2cccc(C)c2)n1	-3.7	·	0.6
COCC(=O)N1CCN(c2nc(C)nc(COC)c2Cc2cccc(C)c2)CC1	-5.2	-4.3	·
CCCCN(CC(=O)N1c2ccccc2-n2cccc2C1c1ccccc1)C(=O)c1ccc2c(c1)OCO2 (centres undefined)	-7.4	-6.2	16.2
CC1(C(=O)NS(=O)(=O)c2cccc(OC(F)F)c2)CCN1C(=O)c1ccco1 (centres undefined)	0.7	0.6	-5.7

# Next section
mol	hcGAS lum	mcGAS inh	NPYLR7 agonist
CCCc1cc(=O)[nH]c(-n2nc(C)cc2NC(=O)c2ccc(OC)c(OC)c2)n1	-8.7	-6.4	4.6
COc1cccc(-c2nc3ccccn3c2NC(=O)c2ccc(F)cc2)c1	-3.1	-2.6	-13.4
O=C(CSc1nc2ccccc2s1)Nc1cccc(Br)c1	-5.8	-6.6	1.3
CCCCCCCC(=O)N(C)c1ccc(-c2onc3c2CCc2ccccc2-3)cc1	-5.6	-6.6	3.6
COc1ccc2c(c1)CCc1c(-c3ccc(C(=O)NCCCN(C)c4ccccc4)cc3)n[nH]c1-2	-1.8	-5.2	21.1
O=C(CCN1C(=O)C2CC=CCC2C1=O)Nc1nc2c(s1)CCCC2 (centres undefined)	-7.7	·	2.9
OCCOc1cccc(-c2nc[nH]c2-c2ccccc2)c1	-3.4	-10.8	-7.0
CCCC(=O)NCCn1ncc2c(N3CCOCC3)nc(SC)nc21	-4.5	-4.7	·
CC(C)Cn1cncc1CN1C(=O)OC[C@@H]1C(C)C	-5.7	-4.5	·
CN(Cc1ccc2nsnc2c1)Cc1ccccc1C(=O)O	-5.3	-16.7	-3.5
CCC(=O)N(Cc1cccc(F)c1)Cc1cc(NC(=O)COC)ccc1N(C)C	-5.6	-7.1	·
CCc1cccc(CC)c1-n1c(CNC(=O)c2ccco2)nnc1SCC(=O)N1CCc2ccccc21	-8.4	·	-6.1
CCc1ccc(CN(C)CC2CCCN(CCc3ccc(OC)cc3)C2)o1 (centres undefined)	-8.0	·	5.1
COc1ccc(Nc2nc3nonc3nc2Nc2ccc(OC)cc2)cc1	-12.9	-6.1	-2.7
CCC12CCC3=C(Cc4cc(OC)ccc43)C1=CCC2OC(C)=O (centres undefined)	-8.3	-4.8	6.4
CCCN(Cc1cccnc1)C(=O)c1cc2ccccc2n1C	-4.9	-8.6	-0.5
Nc1c(C(=O)Nc2ccc(Br)cc2)c2ccccn2c1C(=O)c1ccc(F)cc1	-3.4	-7.1	1.0
CCSc1oc(-c2ccco2)nc1S(=O)(=O)c1ccc(F)cc1	-2.6	·	-1.9
COc1ccccc1-n1cc(C(=O)NCCc2cnc[nH]2)cn1	0.1	·	23.3
COc1ccc(Cl)cc1-n1cnc(CCNC(C)=O)c1	-5.4	-8.4	-6.3
CC(Oc1ccc(F)cc1)C(=O)Nc1cc(S(C)(=O)=O)ccc1F (centres undefined)	0.1	·	0.3
Cc1cc(=O)n2c(n1)SCC2CC(=O)N1CCCCC1 (centres undefined)	-4.8	·	-2.2
COc1cccc(CNC(=O)CCC2CCCN(C(=O)CN3CCCC3=O)C2)c1 (centres undefined)	-11.4	·	21.5
CC(=O)N1CCN(c2cc(C(C)(C)C)nc(SCc3ccc(C(=O)NCC4CCCO4)cc3)n2)CC1 (centres undefined)	1.4	-3.4	-5.6
CCC(C)c1ccc(-n2c(-c3cc(OC)cc(OC)c3)nc3ccccc3c2=O)cc1 (centres undefined)	-5.4	-6.3	5.3
CSc1nnc(C)c(=O)n1COC(=O)c1ccc(S(=O)(=O)N(C)C)cc1	-2.2	-5.5	3.6
CC(=O)NS(=O)(=O)c1ccc(NC(=O)c2cccn(OCc3ccccc3F)c2=O)cc1	-5.9	-7.5	4.0
CCc1cnc2c(c1SCC(=O)Nc1nc3ccc(C)cc3s1)c(=O)n(C)c(=O)n2C	-7.7	-6.2	4.6
Cc1c(C)c(C(=O)NCc2ccc(F)cc2)n(Cc2ccc(F)cc2F)c1C	1.8	-3.3	25.9
CCC(C(=O)N1CCN(c2nccc(-c3ccc(N4CCOCC4)cc3)n2)CC1)c1ccccc1 (centres undefined)	-8.5	-7.2	3.0

# Remaining list, next part.
mol	hcGAS lum	mcGAS inh	NPYLR7 agonist
NS(=O)(=O)c1cc([N+](=O)[O-])ccc1NC1CC1	-6.6	·	26.3
COCCN1C(=O)C(c2c(C)[nH]n(-c3cc(C)ccc3C)c2=O)=C(N(C)Cc2ccccc2)C1=O	-3.2	-5.6	16.5
O=C(CN1CN(c2ccccc2)C2(CCN(C(=O)c3ccc(Br)cc3)CC2)C1=O)NCc1ccc2c(c1)OCO2	-7.6	-4.5	13.4
Cc1ccccc1-n1ncc2c(C(C)C)nn(CC(=O)N3CCCc4ccccc43)c(=O)c21	-4.1	·	6.6
CCOC(=O)C1(C)CCCCN1C(=O)c1ccccc1OC (centres undefined)	-12.0	·	-3.6
O=S(=O)(Nc1nc2c(ccc3ccccc32)s1)c1ccc(Cl)s1	-4.1	·	-4.0
Cc1ccccc1CO[C@]1(C(=O)NCC2CCCO2)CC(OCc2ccc(C(F)(F)F)cc2)[C@@H]2OC(C)(C)O[C@@H]2C1 (some centres undefined)	-6.2	-4.2	2.2
CCCCCn1c(=O)c2c(nc3n2CC(C)CN3CCc2ccccc2)n(C)c1=O (centres undefined)	-7.8	-5.7	2.7
CC1(C)CC(N2CCN(c3cc(-n4cccn4)ncn3)CC2)CC(C)(C)N1	0.4	·	-18.7
CN(C)CCN1C(=O)C(=O)C(=C(O)c2ccc(F)cc2)C1c1ccc([N+](=O)[O-])cc1 (centres undefined)	-6.3	-7.2	2.7
Cc1cnc(C)c(-c2cc(O)c3c(c2)CN(C(=O)C2CCOCC2)CCO3)n1	-4.0	-16.8	12.3
COc1ccccc1C1=NN(C(=O)CN2CCOCC2)C(c2cc(C)ccc2C)C1 (centres undefined)	-2.5	-2.8	0.9
C=CCOc1c(OC)ccc2c1CN(C)C(=O)CCN2C(C)=O	-4.0	-6.0	1.1
CCOc1cccc(-c2cc(C(=O)N3CC(C)CC(C)C3)c3ccccc3n2)c1 (centres undefined)	-4.3	-4.4	-8.1
CC1CCN(c2cc(Oc3cccc(Cl)c3)ncn2)CC1	-4.0	-3.4	7.1
Cc1ccccc1CNC(=O)c1ccc(-c2cc(-c3cccc4ccccc34)[nH]n2)cc1	1.0	2.1	6.5
N#Cc1c(NC(=O)CN(Cc2ccco2)Cc2cccs2)sc2c1CCC2	-4.0	-4.1	7.2
Cc1cc(Br)c2[nH]c(O)c(N=NC(=O)COc3cccc(Br)c3)c2c1	-4.2	-5.8	9.7
CCC(=O)Nc1c(-c2cc(C)cc(C)c2)nc2ccccn12	-6.7	-7.6	-3.0
O=C(NCCCNc1ccc(C(F)(F)F)cn1)C1CC2CCCC(C1)C2=O (centres undefined)	-5.8	-13.3	12.2
CCn1c(SCC(=O)N2CCCCC2)nc2c([nH]c3ccccc32)c1=O	-2.4	-6.8	-4.6
CC(=O)OC(CCN1CC2CCN1CC2)c1ccccc1 (centres undefined)	-6.1	·	2.1
COc1ccc(OCC(O)CN(Cc2ccc(F)cc2)Cc2ccc(OC)c(OC)c2)cc1 (centres undefined)	-3.8	-8.4	-8.3
CC(NCCC(c1ccccc1)c1ccccc1)c1ccccc1 (centres undefined)	-4.5&-2.1&-4.8	-4.6	58.9*!
O=C(CN1C(=O)CC(c2ccccn2)=Nc2ccccc21)Nc1ccccc1	0.1	·	-9.9
O=C(Nc1ccc(N2CCCC2)c(C(=O)NCCc2ccccc2)c1)c1ccccc1	0.2	-0.4	-5.8
Cc1ccc(N2C(=O)CSC2c2ccccc2NC(=O)c2cccc3ccccc23)cc1 (centres undefined)	-4.8	-8.2	5.0
CC(=O)Nc1ccc(C(=O)N(C)C(C)c2ccc(F)c(F)c2)cc1 (centres undefined)	-5.8	·	5.3
CC(C)CN(Cc1ccccn1)C(=O)c1coc2c1C(=O)CCC2	-3.6	·	-7.3
O=c1cc(Oc2ccc(-c3ccccc3)cc2)nc2ccc(Cl)cn12	-12.2	-4.9	14.6

# Carrying on:
mol	hcGAS lum	mcGAS inh	NPYLR7 agonist
CCCOC(=NCCN1CCCCC1)NC(=O)c1ccco1	-8.5	-5.3	-6.1
COCCN[C@H]1[C@@H]2OC[C@@H](O2)[C@@H](NCc2ccncc2)[C@@H]1O	-3.6	-7.8	-6.5
COc1ccc(Cl)cc1N1CCN(C(=O)C2CCCC2)C(C)C1=O (centres undefined)	-3.7	-3.8	-4.4
O=C(c1ccccc1)N1CCOC(COCc2ccccc2F)C1 (centres undefined)	-4.6	-4.6	8.6
COc1ccc(C2NC(=O)c3ccc(Cl)cc3N2)cc1OC (centres undefined)	-13.2	-8.0	1.7
NC(=O)N1CCc2cc(NC(=O)CN3CCN(Cc4ccccc4)CC3)ccc21	-5.9	·	0.6
COC(=O)CN1CCN(C(=O)c2cn(C(C)C)cc3c(=O)n(-c4ccccc4)nc2-3)CC1	-5.7	-6.8	-3.4
CCOC(=O)C1=C(CC)NC2=C(C(=O)CCC2)C1c1ccccc1 (centres undefined)	-3.4	·	0.8
CC(=O)N1CCC(NC(=O)CN(C)c2ccc(Br)cc2C)CC1	-3.7	·	0.3
